# Compound activity from PubChem.
# AmpC no deterg = AmpC beta-lactamase inhibition without detergent; 330,000 tested, 0.52% active; P00811; AmpC nitrocefin hydrolysis, absorbance 480 nm, 0.0001% Triton; AID 485341; Potency, µM (highest dose often 57.1 µM), for the others: at the highest dose activity change, negative = inhibition, usual class: inhibitors;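 further: potency means the concentration at half of the fitted maximal effect; plate controls were no compound for no effect and no enzyme for full effect; nearly all actives have a fitted effect of over 20% in size; some results filed as inactive show a strong effect at the top dose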
# Target sequence (P00811 whole entry, looked up): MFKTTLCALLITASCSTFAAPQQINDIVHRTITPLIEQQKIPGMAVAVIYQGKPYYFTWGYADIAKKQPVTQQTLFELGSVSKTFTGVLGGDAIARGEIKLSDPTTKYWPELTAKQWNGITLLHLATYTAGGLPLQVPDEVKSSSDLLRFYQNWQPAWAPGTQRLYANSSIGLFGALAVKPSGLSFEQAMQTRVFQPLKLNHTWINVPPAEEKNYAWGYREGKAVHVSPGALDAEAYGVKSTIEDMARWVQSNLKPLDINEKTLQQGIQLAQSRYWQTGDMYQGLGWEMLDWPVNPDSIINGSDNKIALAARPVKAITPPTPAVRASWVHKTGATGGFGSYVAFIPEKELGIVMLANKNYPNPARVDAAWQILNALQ
#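 20 mM phosphate pH 7.0 + 0.01% (detergent screen) or 0.0001% Triton X-100; 5.3 nM AmpC reagent; cpd preinc 15 min RT; nitrocefin (800 uM stock) to start; A480 q20 s × 4 min; Activity was normalised to no-enzyme and no-compound control wells.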
# AMA1-RON2 inh = AMA1-RON2 (P. falciparum) interaction inhibition; AlphaScreen AMA1-biotinylated RON2 peptide binding; Potency, µM (series often up to 58.2 µM), inactives show top-dose activity change, negative = inhibition, usual class: inhibitors; 360,000 tested, 0.2% active;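 further: potency means the concentration at half of the fitted maximal effect; 0% = vehicle wells and -100% = peptide control; nearly all actives have a fitted effect of over 45% in size; some results filed as inactive show a strong effect at the top dose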
#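 AMA1 (3D7) with his tag at 25 nM final met compounds first, then biotinylated RON2 peptide at 25 nM; detection used donor plus acceptor beads, 10 µg/mL apiece, read by AlphaScreen after 30 min at room temperature.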
# Tb PYK inh = inhibitors of Trypanosoma brucei pyruvate kinase; Q57TT1; TbPYK enzyme, Kinase-Glo Plus ATP luminescence, 45 min; Potency, µM (highest dose often 76.8 µM), for the others: at the top dose activity, negative = inhibition, actives largely listed as inhibitors; 410,000 tested, 0.12% active; further: potency means the concentration at half of the fitted maximal effect; nearly all actives have a fitted effect of over 50% in size
#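 Glycolytic pyruvate kinase of T. brucei was incubated with substrate, test compound and 130 uM ADP for 45 minutes at room temperature. Luminescent Kinase-Glo Plus signal was measured after 10 minutes.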
# AmpC inh detg = blocks E. coli AmpC beta-lactamase in detergent assay. AmpC hydrolysis of nitrocefin, absorbance 480 nm, 0.01% Triton. Potency, µM (doses to about 114 µM), for the others: top-dose activity change, negative = inhibition, actives largely listed as inhibitors. P00811. 370,000 tested, 0.041% active. AID 485294;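 further: potency means the concentration at half of the fitted maximal effect; 0% = no-compound wells and -100% = no-enzyme wells; nearly all actives have a fitted effect of over 25% in size; some results filed as inactive show a strong effect at the top dose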
#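 20 mM phosphate pH 7.0 + 0.01% (detergent screen) or 0.0001% Triton X-100; 5.3 nM AmpC reagent; cpd preinc 15 min RT; nitrocefin (800 uM stock) to start; A480 q20 s × 4 min; Activity was normalised to no-enzyme and no-compound control wells.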
# HCMV antiviral = human cytomegalovirus inhibition. HFF cells, HCMV-luciferase reporter, 72 h; active compounds read low. activity change, negative = inhibition, % at 57.5 µM. 410,000 tested, 4.5% active. AID 1259415; in the data active means activity change below about -60%; inconclusive means no clear call, values can overlap the other calls; inactive means above about -39%
#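 HFF cells seeded 16 h at 37C, treated with compounds, infected with luciferase-reporter HCMV at MOI 1 PFU/cell; luciferase read at 72 h post infection, normalized to buffer-only and Salinomycin controls.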
# LmPK inh = blocks Leishmania mexicana pyruvate kinase activity | Q27686 | 290,000 tested, 0.37% active | Potency, µM (titrated, usually from 57.5 µM), for the others: top-dose activity change, negative = inhibition, most hits filed as inhibitors | AID 1721 | purified LmPK, Kinase-Glo ATP luminescence, 1 h; further: potency means the concentration at half of the fitted maximal effect
# Target sequence (Q27686 whole entry, looked up): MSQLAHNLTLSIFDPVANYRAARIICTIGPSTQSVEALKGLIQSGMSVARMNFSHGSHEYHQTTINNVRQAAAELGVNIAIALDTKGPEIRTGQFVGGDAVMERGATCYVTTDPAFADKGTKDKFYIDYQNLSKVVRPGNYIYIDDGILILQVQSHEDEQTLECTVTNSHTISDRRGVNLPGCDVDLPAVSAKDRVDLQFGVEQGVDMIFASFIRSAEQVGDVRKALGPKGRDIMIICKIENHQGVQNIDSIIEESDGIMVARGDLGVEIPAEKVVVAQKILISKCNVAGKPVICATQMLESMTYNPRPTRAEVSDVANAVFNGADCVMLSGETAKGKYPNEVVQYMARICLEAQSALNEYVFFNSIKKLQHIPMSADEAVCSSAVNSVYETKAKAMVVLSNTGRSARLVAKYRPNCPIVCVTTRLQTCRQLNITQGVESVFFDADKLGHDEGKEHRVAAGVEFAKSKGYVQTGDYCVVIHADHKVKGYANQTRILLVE
#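 ATP generated from ADP (0.1 mM) and PEP (0.5 mM) by 0.1 nM LmPK over 1 h at room temperature (pH 7.2 imidazole buffer) was detected by coupled luciferase luminescence. Values were normalized to uninhibited and no-enzyme wells.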
# HCV inhibitor = HCV inhibition; Huh7.5.1 HCVcc-Cre infection, luciferase reporter, 44 h; Potency, µM (doses to about 41.8 µM), for the others: at the top dose activity change, negative = inhibition, usual class: inhibitors; 340,000 tested, 3.4% active; further: potency means the concentration at half of the fitted maximal effect
#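 HCVcc-Cre virus at an moi near 0.5 was added right after compound to cells cultured 4 h from seeding (1,000 cells/well). Luciferase activity was determined 44 h later, 15 min after substrate addition at RT.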
# An asterisk follows results filed as active; u = inconclusive; x = no result given; & = joins results of further samples; [ ] = another dose, or the depositor's remark. Unless noted, the call rests on the fitted dose curve; in most records, active means well fitted curve in the direction sought with a large enough effect; inconclusive means small, poorly fitted or top-dose-only effect, or another doubt; inactive means no such curve, though single readings can be large; an effect the other way counts as inactive or inconclusive. Unless noted, on the % scale 0 is the no-effect control and ±100 the full control effect.
SMILES,AmpC no deterg,AMA1-RON2 inh,Tb PYK inh,AmpC inh detg,HCMV antiviral,LmPK inh,HCV inhibitor
COc1cc(CN2CCNC(=O)C2CC(=O)N2CCCO2)cc(OC)c1 (stereo not drawn),-8%,12%,-6%,-6%,0,-5%,14%
C=CCSc1nnc(-c2nnc(SCC=C)n2-c2ccccc2)n1-c1ccccc1,45%,30%[activator],-12%,-1%,u,0%,-5%
COc1ccc2[nH]cc(/C=N/NS(=O)(=O)c3ccc(C)cc3)c2c1,-47%,-7%,-2%,8%,-64*,2%,11µM*
c1ccc2c(C[C@@H]3CNCCN3CCC34CC5CC(CC(C5)C3)C4)cccc2c1,-4%,-15%,-3%,x,-9,x,u
CC(=O)Nc1ccc(-c2ccnc3c2CC(C(=O)NCc2ccco2)O3)cc1 (stereo not drawn),x,13%,4%,x,-70*,x,x
COC(=O)c1cc(C#N)c(Oc2cccc(C)c2C)nc1C,-2%,20%,4%,0%,3,1%,-4%
COc1ccc(N2CCN(C(=O)c3cc4c(C)nc5ccccc5c4o3)CC2)cc1,135%[activator],-15%,1%,-15%,-100*,8%,u
CCN(CC(=O)NCc1cccs1)C(=O)c1ccc(S(=O)(=O)N(C)C)cc1,-12%,0%,3%,-15%,43,-1%,9%
O=C(Cc1c(Cl)cccc1Cl)Nc1cccnc1,-15%,-4%,-5%,2%,-21,-5%,-16%
Cn1cccc1C(=O)OCc1nc2ccccc2c(=O)[nH]1,-16%,33%[activator],-1%,x,-16,x,-3%
Cc1c(-c2nsc(NC(=O)c3cccs3)n2)nnn1-c1ccc(Cl)cc1,x,x,-2%,1%,u,x,x
CC(OC(=O)CNC(=O)c1ccc2ccccc2c1)C(=O)NC1CCCCC1C (stereo not drawn),-12%,5%,-1%,2%,96,1%,10%
O=C(Nc1cc(S(=O)(=O)N2CCOCC2)ccc1Cl)c1ccncc1,-9%,-3%,-6%,x,17,x,16%
NS(=O)(=O)c1ccc(CCNC(=O)CSc2ccsc2[N+](=O)[O-])cc1,-40%,-1%,-3%,u,-26,-2%,27%
Cc1ccc(C(=O)c2cnc3ccccc3c2-c2ccccc2)cc1,-14%,-6%,-12%,u,u,0%,u
O=C(NC1CCCCC1)C(c1cccnc1)N(C(=O)c1csnn1)c1ccccc1F (stereo not drawn),-20%,-3%,3%,1%,-9,0%,15%
O=C(CC[C@H]1O[C@@H](n2cnc3c(NC(=O)c4ccccc4)ncnc32)[C@H](O)[C@@H]1O)NCCCN1CCOCC1,x,-2%,3%,x,1,x,x
Cc1cccc2cc(CN(CC3CCCO3)C(=S)Nc3ccccc3)c(=O)[nH]c12 (stereo not drawn),-14%,-8%,-8%,-11%,u,-4%,u
Cc1ccc(NC(=O)C2CCCN(c3cnccn3)C2)cc1Cl (stereo not drawn),x,x,0%,11%,-17,x,x
CC(C)n1ncc2c(C(=O)Nc3ccc(CC#N)cc3)cc(C3CC3)nc21,-22%,-6%,4%,-1%,30,x,u
CC1CCc2c(c3ccccc3[nH]c2=O)O1 (stereo not drawn),-9%,-9%,-8%,u,61,-2%,-28%
O=C(Cn1ccc(NC(=O)OCc2ccccc2)nc1=O)NCCc1ccccn1,-3%,-7%,3%,-3%,-3,x,5%
CCn1c(COc2c(C)cccc2C)nnc1SCc1nc2ccccc2c(=O)[nH]1,14%,1%,-4%,5%,34,1%,u
COc1ccccc1NC(=O)C(C)Sc1nccn1C (stereo not drawn),-1%,6%,0%,-20%,59,x,3%
Clc1cccc(CN2CCc3c([nH]c4ccccc34)C2)c1Cl,-48%,-20%,-2%,-1%,-91*,-3%,u
Cc1ccc(-c2cnc(C(O)c3c(C)cccc3C)[nH]2)cc1 (stereo not drawn),x,11%,2%,x,-31,x,x
Fc1ccc(N2N=C(c3cccs3)CC2c2ccccc2)cc1 (stereo not drawn),-54%,17%,-7%,8%,-24,9%,u
Cc1cc(C)c(OCC(O)CN2CCN(C(=O)c3ccccc3)CC2)c(C)c1 (stereo not drawn),157%[activator],-27%,21%,0%,11,0%,-11%
Brc1cc2c(cc1C1OCCCO1)OCO2,x,13%,-4%,x,15,x,17%
COc1ccccc1NC(=O)COC(=O)c1ccccc1C(=O)N1CCN(c2ccccc2)CC1,119%[activator],8%,2%,1%,-6,5%,-1%
CCOc1c(Cl)cc(/C=C/C(=O)N(CC)CC(=O)NCc2cccs2)cc1OC,59%,19%,-2%,u,-11,x,-15%
COC(=O)c1ccc(N=Cc2c(C(F)(F)F)[nH]n(C)c2=O)cc1,-26%,-3%,1%,u,73,12%,-1%
Cn1nnc2c(N3CCCCC3)ncnc21,x,x,-4%,-1%,-10,x,x
Nc1ccc(-c2nc3ccc(C(=O)O)cc3s2)cc1,-18%,-5%,u,-10%,-85*,u,13%
O=C(COC(=O)c1cccnc1Cl)NCc1ccco1,-16%,-21%,-1%,-7%,-15,0%,18%
Cc1cccc(C)c1N1CCN(C(=O)Cn2cncn2)CC1,-17%,-5%,-2%,3%,-16,8%,24%
O=S(=O)(Nc1ccccc1O)c1cccc2cccnc12,-33%,76%[activator],-1%,-3%,-2,7%,u
COc1ccc(CC(=O)N2CCN(c3ccc(C4=NNC(=O)CC4C)cc3)CC2)cc1 (stereo not drawn),-7%,21%,4%,-7%,1,4%,7%
O=C(Cc1n[nH]c(=O)c2ccccc12)Nc1ccc(-c2nnc3n2CCCCC3)cc1,-8%,2%,-2%,-16%,-5,-3%,18%
COc1ccccc1/C=[N+](\[O-])C1SC(=S)N(C)C1(C)C (stereo not drawn),-13%,-25%,1%,9%,11,-1%,7%
COc1cc(/C=N/NC(=Nc2ccc(C)cc2)c2nc3ccccc3s2)ccc1O,4%,-14%,-14%,-5%,-68*,-12%,u
CCOC(=O)N1CCN(C(=O)CSCc2nc(-c3ccccc3F)oc2C)CC1,49%,2%,x,-9%,-80*,2%,u
c1ccc2c(c1)[nH]c1c(N3CCC4(CC3)OCCO4)ncnc12,-20%,-6%,-6%,u,x,5%,7.1µM*
Cc1c(Br)c([N+](=O)[O-])nn1C(C)C(=O)N1CCCc2ccccc21 (stereo not drawn),0%,-2%,1%,-3%,-24,3%,12%
CCCCNc1nnc(SCC(=O)c2c(N)n(CCC)c(=O)[nH]c2=O)s1,-10%,-8%,4%,u,u,x,4%

# Reformatted as tab-separated lines: part of the list above
smiles	AmpC no deterg	AMA1-RON2 inh	Tb PYK inh	AmpC inh detg	HCMV antiviral	LmPK inh	HCV inhibitor
Clc1cccc(CN2CCc3c([nH]c4ccccc34)C2)c1Cl	-48%	-20%	-2%	-1%	-91*	-3%	u
CCN(CC(=O)NCc1cccs1)C(=O)c1ccc(S(=O)(=O)N(C)C)cc1	-12%	0%	3%	-15%	43	-1%	9%
Brc1cc2c(cc1C1OCCCO1)OCO2	x	13%	-4%	x	15	x	17%
O=C(NC1CCCCC1)C(c1cccnc1)N(C(=O)c1csnn1)c1ccccc1F (stereo not drawn)	-20%	-3%	3%	1%	-9	0%	15%
O=C(Cc1c(Cl)cccc1Cl)Nc1cccnc1	-15%	-4%	-5%	2%	-21	-5%	-16%

# Carrying on.
SMILES,AmpC no deterg,AMA1-RON2 inh,Tb PYK inh,AmpC inh detg,HCMV antiviral,LmPK inh,HCV inhibitor
C=CCSc1ncc(-c2ccccc2)cn1,-13%,6%,-1%,u,u,-10%,-15%
Cc1cc(C(=O)N/N=C2\CC(=O)CC(C)(C)C2)c2ccccc2n1,-17%,69%[activator],-9%,-3%,5,0%,0%
Cc1cc(NC(=O)C2C3C(=O)N(CCC(C)C)C(C(=O)NCc4ccccc4)C34C=CC2(C)O4)no1 (stereo not drawn),14%,-1%,2%,-7%,13,-1%,4%&11%
CC[C@@H](C)[C@@H]1CN([C@@H](C)CN2CCC[C@H]2CN2C(N)=NC[C@@H]2Cc2ccccc2)C(=N)N1CCCC1CCCC1,2%,12%,7%,x,-31,x,9%
COc1ccc(N2Cc3ccc(OC)c(OC)c3C2=O)cc1,-7%,0%,1%,-13%,146,5%,4%
Cc1c(Nc2cc(N3CCCC(C)C3)c3nonc3c2[N+](=O)[O-])c(=O)n(-c2ccccc2)n1C (stereo not drawn),-6%,15%,4%,u,-3,-9%,u
O=C(N/N=C/c1ccc([N+](=O)[O-])o1)c1ccc(O)cc1,172%[activator],-7%,4%,-13%,-93*,0%,25µM*
CSc1ccccc1NC(=O)CN(C)CC(=O)Nc1ccccc1C(F)(F)F,29%,86%[activator],-8%,4%,-10,1%,-12%
Cc1ccccc1N(C(=O)Cc1c[nH]c2ccccc12)C(C(=O)NC1CCCCC1)c1ccco1 (stereo not drawn),-52%,-2%[11.6 µM],u,-9%,u,1%,5%
CCOC(=S)N/C(=N\S(C)(=O)=O)c1ccccc1,-18%,1%,-23%,-1%,u,-16%,9%
CCOC(=O)C1(Cc2ccccc2C)CCCN(C(=O)c2ccc(OC)o2)C1 (stereo not drawn),88%[activator],-16%,0%,11%,-7,-4%,-4%
Cc1cc(-c2cc(-c3ccccc3)on2)nc(NCC2CC2)n1,59%,-3%,1%,-2%,8,2%,u
CCN(c1ccccc1)S(=O)(=O)c1ccc(C(=O)N(C)CCc2ccc(OC)c(OC)c2)cc1,130%[activator],-9%,27%,-10%,-17,-1%,4%
CCC12CN3CC(CC)(CN(C1)C3c1ccccn1)C2=O (stereo not drawn),x,x,-2%,2%,15,x,x
Cc1ccc(O)c(NC(=O)c2cc(-c3ccco3)on2)c1,-55%,7%,-5%,-12%,-61*,-11%,u
CC(=O)N1CCN(C(=S)c2cccc([N+](=O)[O-])c2)CC1,-4%,9%,-9%,-7%,-24,0%,-5%
O=C(Nc1cccc(-c2csc(Nc3ccccc3)n2)c1)c1cc([N+](=O)[O-])cc(C(F)(F)F)c1,u,0%,-6%,-23%,10,0%,u
COc1cc(/C=N\NC(=O)c2ccc(C)nc2)ccc1OC(=O)c1cccc(F)c1,-3%,-9%,-9%,u,-16,-1%,3%
O=C(COc1ccc(F)cc1)NCc1ccc2c(c1)CCN2C(=O)c1ccccc1,x,x,-4%,-4%,0,x,x
Oc1ccc(/C=N/Nc2cc(N3CCOCC3)nc(N3CCOCC3)n2)cc1,x,-10%,10%,x,26,x,u
COc1ccc(OC(=O)N(C)C)c(CN(C)C)c1,-17%,5%,-1%,1%,7,-1%,8%
Cc1nn(-c2ccccc2)c(-c2ccccc2[N+](=O)[O-])c1CC#N,x,9%,-7%,x,22,x,x
